RXFP1 agonist: agonists of human relaxin receptor RXFP1; Q9HBX9; HEK293T-RXFP1 cAMP TR-FRET, 30 min; response scale: percent of porcine relaxin response, buffer zero; Potency, µM (doses to about 57.5 µM), without a hit: at the highest dose activation, actives largely listed as activators; 370,000 compounds, 0.3% hits; AID 2676; note: % is set by controls: 0 for no effect and ±100 for the full control effect; nearly all actives have a fitted effect of over 60% in size; many of its hits are not listed in these tables
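HEK293 cells stably expressing RXFP1, treated 30 min at 37C with compounds plus PDE4 inhibitor Ro 20174; cAMP measured by HTRF TR-FRET. Normalized to buffer and 29 nM porcine relaxin; EC50 by Hill fit.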
IDH1 R132H inh: inhibitors of human mutant IDH1 R132H | O75874 | IDH1-R132H enzyme, NADPH consumption, diaphorase/resazurin fluorescence | Potency, µM (series often up to 76.6 µM), without a hit: top-dose activity change, negative = inhibition, hits mostly inhibitors | 390,000 compounds, 0.093% hits; note: % is set by controls: 0 for no effect and ±100 for the full control effect; nearly all actives have a fitted effect of over 65% in size
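IDH1-R132H (0.5 ug/mL dispensed) in pH 7.5 Tris buffer was preincubated 30 min with compound, then given a substrate mix of 0.016 mM NADPH and 2 mM alpha-KG for 80 min at room temperature; remaining NADPH was read by diaphorase/resazurin fluorescence.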
Vif-A3F inh: inhibitors of Vif-A3F interaction | HeLa A3F-eYFP + Vif (tagged APOBEC3F with the HIV-1 protein that degrades it), YFP fluorescence increase | Potency, µM (top dose mostly 46.1 µM), without a hit: at the top dose activity, negative = active | 390,000 compounds, 0.2% hits | AID 602313; note: % of control where 0% means no effect; nearly all actives have a fitted effect of over 65% in size
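HeLa cells stably expressing Vif plus C-terminally eYFP-tagged A3F were seeded, incubated overnight at 37 deg C, dosed with compound, incubated overnight again at 37 deg C. Yellow fluorescence (Ex 488/Em 500-530) reported blocked Vif-mediated A3F-eYFP degradation.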
12-LOX inh: ALOX12 (human) lipoxygenase inhibition; P18054; purified 12hLO, xylenol orange hydroperoxide absorbance; Potency, µM (doses to about 108 µM), inactives show top-dose activity change, negative = inhibition, usual class: inhibitors; 580,000 compounds, 1.1% hits; note: % is set by controls: 0 for no effect and ±100 for the full control effect
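Hydroperoxide product was detected by ferrous iron/xylenol orange as the 573 to 405 nm absorbance ratio. Arachidonic acid at 40 uM (final) was turned over for 30 min at room temperature by 150 nM human 12hLO, pH 7.0 Hepes buffer, after 15 min compound preincubation.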
USP1 inh: USP1/UAF1 (human) deubiquitinase inhibition. O94782. recombinant USP1/UAF1, Ub-Rhodamine cleavage fluorescence. Potency, µM (highest dose often 57.1 µM), for the others: at the highest dose activity change, negative = inhibition, hits mostly inhibitors. 390,000 compounds, 0.23% hits. AID 743255; note: % is set by controls: 0 for no effect and ±100 for the full control effect; nearly all actives have a fitted effect of over 60% in size; inactives centre near -12
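USP1/UAF1 complex at 1 nM was preincubated with compound for 15 min at room temperature, then Ub-Rho substrate (150nM final) was added. Fluorescence (480/540 nm) was read kinetically, 6 reads every 60 seconds.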
RGS4 inhibitor: human RGS4 inhibition. Transcreener GDP fluorescence polarization, RGS4-accelerated GTP hydrolysis. Potency, µM (series often up to 114 µM), for the others: at the highest dose activity change, negative = inhibition, hits mostly inhibitors. AID 504845. 390,000 compounds, 0.039% hits; note: % is set by controls: 0 for no effect and ±100 for the full control effect; nearly all actives have a fitted effect of over 75% in size; some results filed as inactive show a strong effect at the top dose
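MLSMR compounds (23 nl, pin-transferred) preincubated 10 min at room temperature with a 500nM (2x) first reagent, then RGS4 at 900nM (2x) plus Transcreener GDP mix added; fluorescence polarization (620/688 nm) read before and after 90 min at 30 °C.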
Vif-APOBEC3G blk: blocks the Vif interaction with human APOBEC3G | Q9HC16 | AID 602310 | HeLa A3G-eYFP + Vif (tagged APOBEC3G with the HIV-1 protein that degrades it), YFP fluorescence, overnight | 410,000 compounds, 0.076% hits | Potency, µM (doses to about 46.1 µM), for the others: at the top dose activity, negative = active, hits mostly inhibitors;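 note: % is set by controls: 0 for no effect and ±100 for the full control effect; nearly all actives have a fitted effect of over 60% in size; hits raise eYFP signal because A3G escapes Vif-driven loss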
Target sequence (Q9HC16 whole entry, looked up): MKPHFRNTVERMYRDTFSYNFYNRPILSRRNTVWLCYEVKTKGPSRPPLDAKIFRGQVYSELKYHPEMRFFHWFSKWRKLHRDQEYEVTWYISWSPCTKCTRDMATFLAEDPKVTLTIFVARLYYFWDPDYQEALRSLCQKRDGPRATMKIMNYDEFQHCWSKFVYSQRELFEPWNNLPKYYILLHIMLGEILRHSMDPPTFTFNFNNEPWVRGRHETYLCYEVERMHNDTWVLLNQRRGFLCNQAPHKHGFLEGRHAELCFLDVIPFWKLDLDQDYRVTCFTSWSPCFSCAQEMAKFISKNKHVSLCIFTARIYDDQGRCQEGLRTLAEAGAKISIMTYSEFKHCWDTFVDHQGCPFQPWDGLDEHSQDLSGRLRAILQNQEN
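Read-out is eYFP fluorescence (Ex 488/Em 500-530) from Vif-expressing HeLa A3G-eYFP cells; more signal means A3G escaped Vif-mediated degradation. Cells plated overnight, compound pinned in, incubated overnight at 37 deg C.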
TrxR1 inh: blocks rat thioredoxin reductase 1; O89049; recombinant rTrxR1, NADPH fluorescence consumption, selenite substrate; Potency, µM (doses to about 114 µM), inactives show at the top dose activity change, negative = inhibition, usual class: inhibitors; 390,000 compounds, 1% hits; note: % is set by controls: 0 for no effect and ±100 for the full control effect; nearly all actives have a fitted effect of over 65% in size
Target sequence (O89049 whole entry, looked up): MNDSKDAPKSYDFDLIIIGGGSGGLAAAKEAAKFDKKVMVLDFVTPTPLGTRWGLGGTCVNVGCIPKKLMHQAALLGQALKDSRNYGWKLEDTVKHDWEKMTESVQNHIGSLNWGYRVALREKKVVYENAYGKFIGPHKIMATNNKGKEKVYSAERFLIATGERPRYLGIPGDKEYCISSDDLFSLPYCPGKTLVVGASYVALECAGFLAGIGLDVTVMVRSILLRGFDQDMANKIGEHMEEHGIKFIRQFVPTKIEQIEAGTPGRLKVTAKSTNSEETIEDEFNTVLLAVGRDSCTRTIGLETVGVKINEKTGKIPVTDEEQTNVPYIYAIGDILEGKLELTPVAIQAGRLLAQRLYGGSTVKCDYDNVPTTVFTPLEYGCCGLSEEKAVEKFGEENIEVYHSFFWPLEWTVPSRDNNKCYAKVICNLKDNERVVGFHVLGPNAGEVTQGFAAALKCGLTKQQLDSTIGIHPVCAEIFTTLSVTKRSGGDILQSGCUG
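Rat TrxR1 (90 nM in the dispensed reagent) was pre-reduced with 400 uM NADPH for 5 min at room temperature, then incubated with compound for 15 min. After 400 uM selenite was added, NADPH fluorescence (Ex 340/Em 450 nm) was followed for 8 min.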
TrxR1 substrate: substrates of rat thioredoxin reductase 1; Potency, µM (top dose mostly 114 µM), inactives show top-dose activity change, negative = substrate turnover; purified TrxR1 substrate turnover, NADPH consumption readout; 390,000 compounds, 0.01% hits; AID 588456; note: % is set by controls: 0 for no effect and ±100 for the full control effect; nearly all actives have a fitted effect of over 50% in size
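Rat TrxR1, dispensed at 90 nM, was prereduced with 400 uM NADPH (final) for 5 min at ~22 deg C, then incubated with compound 15 min before 400 uM selenite. A first-read NADPH fluorescence drop versus no-compound background flagged substrates.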
Starred values were filed as active, the others as inactive; ? = inconclusive; nt = not tested or not shown; & = joins results of further samples; [ ] = another dose, or the depositor's remark. Calls come from the whole dose curve; as a rule, active = well fitted curve in the direction sought with a large enough effect; inconclusive = small, poorly fitted or top-dose-only effect, or another doubt; inactive = no such curve, though single readings can be large; an effect the other way counts as inactive or inconclusive. Potency is the fitted concentration of half-maximal effect.

SMILES	RXFP1 agonist	IDH1 R132H inh	Vif-A3F inh	12-LOX inh	USP1 inh	RGS4 inhibitor	Vif-APOBEC3G blk	TrxR1 inh	TrxR1 substrate
CC(=O)N1CCC(N(CCCOC(C)C)C(=O)Nc2ccc(Cl)cc2)CC1	nt	11%	-6%	-27%	-25%	-14%	3%	-11%	7%
COc1ccc(OC)c(NC(=O)CCC(=O)Nc2nnc(C(F)(F)F)s2)c1	0.3%	3%	-10%	-5%	-1%	10%[11.4 µM]	0%	0%	5%[57.1 µM]
COC(=O)C(C)(C)ONC(=O)Nc1ccccc1	0.2%	1%	5%	-10%	-23%	-18%	1%	-8%	-5%
Cc1ccc2c(c1)C(c1ccc(F)cc1)N(C(=O)c1ccc(S(=O)(=O)N3CCCCC3)cc1)CC(=O)N2 (stereo not given)	0.1%	0%	0%	-54%	-15%	-11%	-2%	5%	1%
COc1cc(CC(=O)NNC(=O)c2cc(C)oc2C)cc(OC)c1OC	2.9%	2%	-3%	-2%	-5%	0%	0%	-9%	-2%
Cc1ccc(C)c(-c2nnc(NC(=O)c3ccco3)o2)c1	-1.6%	-7%	1%	0%	-13%	20%	-3%	-4%	-8%
COc1ccccc1N1CCN(C(=O)c2ccc3[nH]c4c(c3c2)CCCC4)CC1	0.9%	0%	-9%	7%	-4%	-19%	1%	18%	-2%
Nc1c(C(=O)O)cnc2nc(N3CCOCC3)nn12	5.1%	12%	1%	2%	-5%	-16%	6%	24%[57.1 µM]	-9%[57.1 µM]
CN(CC(=O)Nc1ccccc1C(F)(F)F)CC(=O)N1CCCCCC1	-0.3%	1%	1%	15%	-9%	-12%	0%	-3%	-4%
CC1=CC(C)(C)N(C(=O)c2ccccc2)c2ccc(C)cc21	0.8%	0%	-13%	0%	-7%	12%	-9%	-6%[57.1 µM]	-4%[57.1 µM]
COC(=O)c1ccc(Nc2ncnc3c2cnn3-c2cccc(C)c2)cc1	?	-8%	-7%	1%	-11%	2%	-7%	9%	19%
COc1ccc(NS(=O)(=O)c2ccc(N3CCOCC3)c(N)c2)cc1	3.1%	-10%	1%	-6%	-2%	-5%	5%	3%	0%
O=C(O)/C=C/C(=O)N1CCN(C(c2ccccc2)c2ccccc2)CC1	0.9%	-5%	0%	0%	-9%	14%	-1%	13%	-1%
COCCCNC(=O)c1ccc(Cn2c(=O)c3cccn3c3cccnc32)cc1	?	1%	?	-5%	-1%	-23%	?	1%	12%
Cc1nn(-c2ccccc2)c(C)c1NC(=O)COc1ccc(C#N)cc1	0.4%	0%	-13%	13%	-22%	-7%	-4%	-2%	2%
O=C(NCc1cccs1)c1ccc(Cl)c(S(=O)(=O)N2CCOCC2)c1	nt	-5%	3%	-30%	-21%	nt	2%	nt	nt
CCN1C(=O)/C(=C\N2CCN(C(=O)c3ccco3)CC2)SC1=S	1.4%	-1%	-13%	0%	-15%	-36%	0%	16%[11.4 µM]	4%[11.4 µM]
CC(=O)c1c(O)c(C)c(O)c2c1OC1=Cc3c(c(C)nn3-c3ccccc3)C(=O)C12C (stereo not given)	nt	14%	0%	-5%	-8%	nt	7%	nt	nt
COc1ccc(N2CCN(C(=O)c3ccc(CS(=O)(=O)c4ccccc4C)o3)CC2)cc1	1.2%	2%	0%	25%	-19%	-1%	-1%	8%[57.1 µM]	3%[57.1 µM]
COc1ccc(-c2ccnc3nc(N4CCN(c5ccccc5)CC4)nn23)cc1	-0.1%	3%	-4%	-26%	?	-24%	-7%	7%	4%

Pulled one by one from the entries so far:
SMILES	RXFP1 agonist	IDH1 R132H inh	Vif-A3F inh	12-LOX inh	USP1 inh	RGS4 inhibitor	Vif-APOBEC3G blk	TrxR1 inh	TrxR1 substrate
O=C(NCc1cccs1)c1ccc(Cl)c(S(=O)(=O)N2CCOCC2)c1	nt	-5%	3%	-30%	-21%	nt	2%	nt	nt
Cc1nn(-c2ccccc2)c(C)c1NC(=O)COc1ccc(C#N)cc1	0.4%	0%	-13%	13%	-22%	-7%	-4%	-2%	2%

The listing picks up with the 2 entries that preceded the break.
SMILES	RXFP1 agonist	IDH1 R132H inh	Vif-A3F inh	12-LOX inh	USP1 inh	RGS4 inhibitor	Vif-APOBEC3G blk	TrxR1 inh	TrxR1 substrate
COc1ccc(N2CCN(C(=O)c3ccc(CS(=O)(=O)c4ccccc4C)o3)CC2)cc1	1.2%	2%	0%	25%	-19%	-1%	-1%	8%[57.1 µM]	3%[57.1 µM]
COc1ccc(-c2ccnc3nc(N4CCN(c5ccccc5)CC4)nn23)cc1	-0.1%	3%	-4%	-26%	?	-24%	-7%	7%	4%
CCN(C(=O)Cn1nc(Cc2ccncc2)c2ccccc2c1=O)c1ccc(OC)cc1	5.0%	-19%	-6%	-15%	-7%	-3%	-7%	10%	1%
Cc1ccc(S(=O)(=O)n2nc(OC(=O)C(C)(C)C)cc2N)cc1	-0.2%	3%	-7%	-12%	-20%	6%	-3%	-18%	-10%
Cc1ccc(S(=O)(=O)c2nc(-c3cccc(Br)c3)oc2N2CCCCCC2)cc1	0.4%	9%	1%	-4%	?	-13%	-1%	26%	7%
Cc1csc(NC(=O)C(C)N2C(=O)c3ccccc3S2(=O)=O)n1 (stereo not given)	0.7%	5%	2%	?	-12%	-1%[11.4 µM]	0%	9%	4%
O=C(NCc1ccc2c(c1)OCO2)c1ccc(COc2cccc(Cl)c2)o1	0.4%	0%	4%	?	-17%	-24%	-1%	8%	5%
CCC(CC)C(=O)c1c[nH]c(C(=O)NCc2cccs2)c1	2.2%	-2%	7%	-6%	-9%	-9%	-2%	-5%[11.4 µM]	-8%[11.4 µM]
CC(C)(C)C(=O)C(Oc1cccc2nonc12)n1cncn1 (stereo not given)	0.3%	8%	-10%	-7%	0%	15%	1%	-5%	11%[57.1 µM]
CC(C)Cn1c(N)c(C(=O)CSc2nnnn2-c2ccc(Cl)cc2)c(=O)n(C)c1=O	nt	4%	0%	19%	-2%	38%	-3%	16%	3%
CC(C)=CC(=O)NCc1c(Cl)cccc1-n1cccc1	-1.6%	1%	-2%	-6%	-10%	9%	0%	7%	2%
CN(CCCC(=O)Nc1nccs1)S(=O)(=O)c1ccc(Cl)cc1	0.9%	-2%	1%	-23%	-11%	-8%	2%	13%	-7%
CCOc1ccc(NC(=O)CCCOc2cc(=O)n(C)c3ccccc23)cc1	-0.6%&2.2%	-8%&0%	-7%&2%	-4%&-10%	-23%&-7%	1%&2%	0%&0%	0%&4%	-3%&0%
CCOC(=O)C1CC(=O)c2ccccc2C1c1ccccc1 (stereo not given)	nt	-7%	2%	?	-11%	6%	1%	9%	?
CC(=O)N(CCc1ccccc1C)Cc1cc2cc(C)ccc2[nH]c1=O	0.3%	5%	0%	-9%	-11%	9%	-1%	5%	3%
O=C(Nc1ccc(C(=O)O)cc1)/C(=C\c1ccc2c(c1)OCO2)NC(=O)c1ccccc1Cl	nt	0%	-3%	-11%	-17%	nt	1%	nt	nt
COCCC(=O)N1CCCC(C(=O)c2ccc(Oc3ccccc3)cc2)C1 (stereo not given)	-2.1%	11%	-22%	-3%	-27%	18%	-6%	16%	3%
Cc1ccc(Cl)cc1N1CCN(c2ncnc3onc(C)c23)CC1	-1.6%	15%	0%	-20%	-16%	-6%	-1%	41%	5%
Cc1cc(C(=O)N2CCCc3ccccc32)ccc1[N+](=O)[O-]	-1.9%	12%	10%	13%	-15%	12%	-5%	7%	-3%
COc1cccc(N2CCc3c(C)nc4ccc(Cl)cc4c32)c1	10%	3%	7%	?	-14%	11%	-7%	11%[57.1 µM]	14%[57.1 µM]
COc1ccc(OC)c(NC2=C(c3ccccc3)C(=O)c3ccccc32)c1	-0.4%	-1%	-4%	-14%	-27%	-9%	?	-10%	-7%
CCCCNC(=S)NNC(=O)c1c(C)nc2ccccn12	8.8%	4%	11%	10%	-3%	-18%	1%	-16%[57.1 µM]	4%[57.1 µM]
O=C(CSCc1cnn(-c2ccccc2)c1-n1cccc1)Nc1ccc(F)cc1F	0.1%	-21%	-2%	-5%	-5%	20%	2%	4%	-4%
O=C(NNc1cc(N2CCOCC2)nc(N2CCOCC2)n1)c1ccc(Cl)cc1Cl	-1.1%	-3%	0%	-16%	-21%	4%	3%	13%	1%
Cc1[nH]c(=O)[nH]c(=O)c1S(=O)(=O)N1CCCC(C(=O)NCc2ccc3c(c2)OCO3)C1 (stereo not given)	0.2%	1%	4%	-3%	-18%	8%	-8%	16%[57.1 µM]	8%[57.1 µM]

Not all compounds are listed; count on the stated rates, not on these rows.
